Shn3 inh set2 = reduction of Shn3 3'UTR firefly luciferase signal, primary screen, Schnurri-3 inhibitor project, cell-based, Clone20 osteoblasts, set 2; AID 588674, 2011; inhibition, % at 12.5 µM; 360,000 tested, 0.52% active; Clone20 osteoblast Shn3 3'UTR firefly luciferase, 24 h;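 active = mean inhibition of at least 75% with every replicate also reaching 75%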;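 note: 0% = median of neutral control wells and 100% = pilot-screen positive control compound; some compounds past the cut are filed as inactive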
KKLEB cytotox = cytotoxicity in KKLEB CF airway cells, primary screen, cytotoxicity control for CF NF-kB inhibitor project, cell-based, uHTS, fluorescence assay plates; KKLEB CF airway cells viability, ATPlite luminescence, overnight; stronger effect = lower value; cells stimulated with P. aeruginosa culture filtrate; activity change (cytotoxicity), % at 5 µM; 360,000 tested, 0.36% active; AID 602141, 2011;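 active = corrected activity change at or below -50% at 5 µM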
Peg3 promoter = Peg3 promoter-driven luciferase inhibitors, primary screen, cell-based, HeLa, luciferase luminescence; 360,000 tested, 1.7% active; HeLa PEG-Prom luciferase reporter, overnight; inhibition, % at 20 µM;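 active = inhibition of at least 50% at 20 µM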
TRPM1 prom inh = inhibitors of MITF-dependent TRPM1 promoter reporter, primary screen, cell-based, SK-MEL-5, single point, luciferase; 330,000 tested, 0.83% active; SK-MEL-5 TRPM1 promoter luciferase, 24 h; inhibition, % at 12.5 µM;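 active = mean inhibition across replicates of 60% or more, whatever share of single replicates reaches that level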; note: values of inactives mirror those of a sister screen read the other way
TROY NFkB inh = inhibitors of TROY-driven NF-kB signaling, primary screen, Q293 LMP1-TROYcd cells, NF-kB luciferase, uHTS; inhibition, % at 10 µM; Q293 LMP1-TROYcd NF-kB luciferase reporter, 4 h; 360,000 tested, 0.98% active; AID 1347056, 2019;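 active = compounds whose plate-normalised and pattern-corrected inhibition of the luciferase reporter signal at the single screening dose is 50% or more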
NR2E3 ag-1 = inhibitors of NR2E3-RetCOR corepressor binding, primary screen, NR2E3 agonist project, biochemical, TR-FRET, GST-NR2E3, biotin-RetCOR; Photoreceptor-specific nuclear receptor (Homo sapiens), Q9Y5X4; 1536-well; inhibition of corepressor binding, % at 4.78 µM; 320,000 tested, 0.12% active; AID 2300, 2010;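 active = percent inhibition above the cutoff of mean plus 3 SD of all tested compounds, set per screening campaign, cut at about 20% in these data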;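 note: 0% = DMSO wells and 100% = biotin wells as full block of FRET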
Target sequence (Q9Y5X4 whole entry, looked up): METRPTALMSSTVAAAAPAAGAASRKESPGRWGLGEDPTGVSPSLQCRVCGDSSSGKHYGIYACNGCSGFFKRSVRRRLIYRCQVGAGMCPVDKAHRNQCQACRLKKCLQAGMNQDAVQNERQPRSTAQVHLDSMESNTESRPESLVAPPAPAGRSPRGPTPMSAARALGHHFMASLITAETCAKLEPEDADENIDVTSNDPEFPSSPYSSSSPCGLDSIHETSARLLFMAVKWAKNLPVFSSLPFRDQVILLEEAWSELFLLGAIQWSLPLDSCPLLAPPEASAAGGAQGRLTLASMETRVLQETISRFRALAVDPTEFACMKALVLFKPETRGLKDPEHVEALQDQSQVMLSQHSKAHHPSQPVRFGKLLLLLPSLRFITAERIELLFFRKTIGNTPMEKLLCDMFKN
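Material – GST-tagged NR2E3 plus biotinylated RetCOR corepressor · Quantity – NR2E3 fusion 1.35 nM · Times – 5 h incubation at 4 °C · Medium – pH 7.5 Tris-based buffer · Technique – TR-FRET, Eu(K)-anti-GST donor, streptavidin-D2 acceptor, ex 340, em 617/671 nm · Benchmarks – high control biotin, low control 0.6% DMSO · Format – 1536-well plates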
TWEAK Fn14 block = inhibitors of TWEAK-Fn14 signaling, primary screen, luciferase reporter cells, uHTS; TWEAK-stimulated Fn14 reporter cells, luciferase luminescence, 8 h; inhibition, % at 10 µM; 360,000 tested, 2% active; in the data active = inhibition above about 50%
HIF-2a block = HIF-2a reporter inhibitors, primary screen, luminescence, 786-0 RCC cells | inhibition, % at 18.8 µM | 360,000 tested, 0.72% active | 786-0 RCC cells HIF-2a reporter, luciferase luminescence, overnight;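 active = inhibition of the luminescence signal of 40% or more relative to plate controls, in a single-dose primary screen at 18.75 µM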
CF NFkB block = inhibitors of PAF-induced NF-kB signaling, primary screen, cell-based, GFP fluorescence, uHTS; KKLEB NF-kB-GFP reporter, GFP fluorescence overnight; inhibition, % at 5 µM; 360,000 tested, 0.86% active;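 active = at least 50% inhibition at 5 µM, scaled per plate between neutral and stimulator controls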;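 note: PAF is a Pseudomonas aeruginosa culture filtrate used as stimulus; plate controls were PAF-stimulated DMSO wells for no effect and unstimulated DMSO wells for full effect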
NR2E3 ag-2 = NR2E3 agonists in two-hybrid cells, primary screen, cell-based, luminescence, CHO-S, Gal4-NCOR/VP16-NR2E3; Photoreceptor-specific nuclear receptor (Homo sapiens), Q9Y5X4; luciferase; inhibition of corepressor binding, % at 3.98 µM; 360,000 tested, 0.35% active; AID 602229, 2012;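 active = inhibition above the mean of all tested compounds plus 3 SD, cut at about 70% in these data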;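 note: 0% = DMSO with NR2E3 transfected cells and 100% = cells lacking NR2E3 construct; higher means lower luciferase signal from less NR2E3 corepressor binding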
C8 TRAIL sens = viability loss with TRAIL in NB7+C8 cells, primary screen, TRAIL sensitizer project, cell-based, ATPlite luminescence; 360,000 tested, 1% active; inhibition (viability loss, TRAIL sensitization), % at 10 µM;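 active = compounds causing at least 50% loss of cell viability in the single-dose screen, relative to plate controls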
Active calls of the source: *; / = not tested or not shown. A portion of the library; count on the stated rates, not on these rows.

SMILES	Shn3 inh set2	KKLEB cytotox	Peg3 promoter	TRPM1 prom inh	TROY NFkB inh	NR2E3 ag-1	TWEAK Fn14 block	HIF-2a block	CF NFkB block	NR2E3 ag-2	C8 TRAIL sens
CC(NCc1cccn1C)c1ccccc1 (stereo not given)	-9	4	2	14	-7	5	4	10	-2	-29	-14
O=C1CN(C(=O)COc2ccc(Cl)c(Cl)c2)c2ccccc2N1	-7	6	-19	-29	10	/	2	-25	-22	1	4
CC(C)c1ccc(NC2CCCN(C(=O)c3cscn3)C2)cc1 (stereo not given)	-8	6	-26	-27	-17	/	12	-45	-9	5	-9
O=C(NCCc1ccc2c(c1)OCCO2)c1cc(F)cc(F)c1	30	-3	-91	4	-36	-1	-8	-127	6	-25	4
COCCN(C(=O)CSc1nnc(-c2ccccc2F)o1)c1c(N)n(Cc2ccccc2)c(=O)[nH]c1=O	-13	6	3	/	-13	/	-11	-5	6	-13	-7
CC(=O)Nc1nnc(/C=C/c2cccc([N+](=O)[O-])c2)s1	-7	-4	-19	-18	-27	4	-1	-22	-7	-14	-17
Cc1cc(=O)[nH]c(SCC(=O)Nc2ccccc2C)n1	-2	24	0	4	-20	5	-7	11	-1	-3	2
CCN1C(=O)c2cccc3c(Cl)ccc1c23	-7	-17	15	-13	-5	1	-4	-2	1	8	-2
CCOC(=O)CN1CC23C=CC(O2)C(C(=O)Nc2ccc(OC)cc2OC)C3C1=O (stereo not given)	-10	18	-3	0	-22	2	-10	5	3	-25	-5
Cc1ccc(S(=O)(=O)N2CCOCC2)cc1C(=O)Nc1cc(Cl)ccc1N1CCOCC1	13	-2	22	3	-3	/	2	5	25	-25	-7
O=C(CN1C(=O)c2cccc3cccc(c23)C1=O)N1CCN(c2ccccn2)CC1	7	-13	8	2	0	3	-1	19	2	-6	-5
CCOc1cccc(OCCOCCN(C)Cc2ccccc2)c1	-9	2	2	-2	7	3	-4	-2	5	-8	2
O=C(CSc1nncs1)NCCNC(=O)CSc1nncs1	-1	-3	6	1	-28	7	0	10	26	-7	-16
CCCN1CCN(S(=O)(=O)c2cn(C)nc2C)CC1	-2	-12	10	0	2	-1	17	9	13	-19	-13
COc1ccc(-n2nc(C)cc2Nc2ccccc2C(=O)O)cc1	0	2	13	13	6	3	21	15	-9	-27	-28
O=C1CC(N2CCN(C(c3ccccc3)c3ccccc3)CC2)C(=O)N1 (stereo not given)	6	-8	12	-7	-2	3	4	14	6	-23	-17
N#Cc1ccc(C(c2nnnn2CCc2ccccc2)N2CCCCCC2)cc1 (stereo not given)	14	1	32	1	5	-3	7	24	-14	-24	4
COc1cc(OC)c2c(-c3cccc(-c4cccc(N)c4)c3)cc(=O)oc2c1	28	-14	5	41	32	/	54*	15	30	31	20
O=C(COC(=O)c1ccc([N+](=O)[O-])o1)NC1CCS(=O)(=O)C1 (stereo not given)	11	-3	3	1	2	1	5	16	15	0	-2
Cn1ccnc1SCC(=O)Nc1ccc2c(c1)COC2=O	-19	6	-13	-35	36	0	3	-53	-16	-27	-8
CC[C@H](C)[C@H](NC(=O)OCc1ccccc1)C(=O)OCC(=O)Nc1ccc(N2CCOCC2)cc1	-9	12	5	6	13	-3	-11	6	-44	-1	-12
O=C(NCCC1=CCCCC1)c1cc(S(=O)(=O)N2CCOCC2)ccc1Cl	8	21	3	13	3	0	0	3	10	6	-4
COC(=O)CSc1nnc(NC(=O)c2ccc3c(c2)OCO3)s1	-8	10	-23	8	-7	2	23	-117	7	-103	77*
O=C1Nc2c(Br)cccc2C1=O	1	10	-9	18	-14	/	-3	17	29	-40	-4
c1ccc(CNc2nc(NCc3cccs3)nc3ccsc23)cc1	34	-20	11	/	61*	/	8	-8	0	26	-6
Next part
SMILES	Shn3 inh set2	KKLEB cytotox	Peg3 promoter	TRPM1 prom inh	TROY NFkB inh	NR2E3 ag-1	TWEAK Fn14 block	HIF-2a block	CF NFkB block	NR2E3 ag-2	C8 TRAIL sens
COc1ccc(C)cc1NC(=O)CN(C)C1CCCCC1	4	1	6	1	10	4	18	9	13	-30	-3
CCc1ccc2[nH]c(O)c(N=Nc3nc(-c4ccccc4)cs3)c2c1	-44	5	1	6	-10	4	4	-19	-18	-17	9
COc1ccccc1NC(=S)N(Cc1ccco1)Cc1cc2cc(C)ccc2[nH]c1=O	16	3	11	12	-13	3	12	19	-11	-59	-6
Clc1ccc(-c2noc(CN(Cc3ccccn3)CC3CCCO3)n2)cc1 (stereo not given)	-10	0	7	14	3	1	22	5	-12	10	1
COC(=O)[C@@]1(Sc2ccccc2)CC(=O)N[C@@H]1c1ccccc1	/	/	/	/	11	/	-8	5	/	-11	-4
O=C(Nc1nc2c(s1)CCCC2)C1CCCN1C(=O)c1cccs1 (stereo not given)	-3	3	10	-10	-7	-1	17	10	-12	-12	-4
O=C(NCC(c1cccs1)N1CCOCC1)c1ccc(OCc2ccccc2)cc1 (stereo not given)	7	16	2	-3	-4	0	-9	-11	-31	10	25
O=C(Oc1cccc(OC(=O)c2ccco2)c1)c1ccco1	1	6	1	10	-6	/	-20	15	-9	7	-4
Cc1ccc(N(CC(=O)NC2CCCCCC2)S(=O)(=O)c2c(C)nn(C)c2C)cc1	4	8	10	0	-1	-1	8	11	-6	17	-9
CC(C)(C)n1ncc2c(=O)n(Cc3ccccc3Br)cnc21	10	-18	-22	-10	-1	0	5	-31	-2	-23	3
O=C1CC(Sc2cccs2)C(=O)N1c1ccccc1 (stereo not given)	6	-8	-4	14	-7	0	-31	10	5	-3	-7
C/C(NC1CCCCC1)=C(/C#N)C(=O)NCCN1CCOCC1	9	1	21	3	-5	-1	7	8	-7	-9	-2
CCCCC(=O)Nc1cnc(NC(=O)c2ccco2)cc1C	-48	3	-131	-16	-63	1	11	-107	-8	-54	1
Fc1cccc(F)c1/C=N/NC(=S)Nc1cccnc1	-1	-3	-18	-9	-7	4	-11	-21	11	-38	5
CCc1ccc2[nH]c(=O)c(CN(CCCN3CCOCC3)C(=O)Nc3ccc(F)cc3)cc2c1	-1	-4	33	8	-8	5	-1	18	-5	-30	-8
COc1cc(C2C3=C(CCCC3=O)Nc3ccc4ncccc4c32)ccc1O (stereo not given)	-12	-20	-29	-2	-18	3	-31	-107	14	-41	5
COc1ccc(CC(=O)N/N=C(\C)CC(=O)Nc2ccc3c(c2)OCCO3)cc1	-1	8	-5	-11	28	1	0	0	-11	17	4
COc1ccc2nc(C)cc(SCC(=O)Nc3c(C)cccc3C)c2c1	-2	6	-5	4	4	3	4	5	-5	-3	1
CN(C)CCCNC(=O)CCc1nc2ccccc2c(=O)[nH]1	-2	-8	4	-1	1	-3	7	13	9	-8	8
Cc1c(C(=O)N/N=C/c2ccncc2)nnn1-c1nonc1N	11	0	8	-1	9	/	14	9	5	-32	11
COc1cc(C(=O)Nc2nnc(SC)s2)c([N+](=O)[O-])cc1OC	19	-1	-2	5	-2	-3	15	13	8	-14	-10
O=C(NCc1ccccc1Cl)c1csc([C@@H]2C[C@H](O)[C@@H](CO)O2)n1	-1	8	1	/	12	/	1	7	16	-22	-7
O=S(=O)(c1cccs1)N1CCN(CC(O)COc2cccc(Br)c2)CC1 (stereo not given)	44	-9	35	4	20	0	11	11	-7	3	-3
COc1ccc(C2N(C(=O)c3ccccc3)CCN2C(=O)c2ccccc2)cc1	8	2	15	13	-4	-2	10	9	14	-16	6
Cc1cccc(NC(=O)CCS(=O)(=O)c2cccc3nsnc23)c1C	19	2	8	6	1	0	-6	21	8	-4	-10
More compounds follow:
SMILES	Shn3 inh set2	KKLEB cytotox	Peg3 promoter	TRPM1 prom inh	TROY NFkB inh	NR2E3 ag-1	TWEAK Fn14 block	HIF-2a block	CF NFkB block	NR2E3 ag-2	C8 TRAIL sens
COc1cccc(C(NC(C)=O)c2nc(-c3ccoc3)cs2)c1 (stereo not given)	-15	-5	-1	/	-6	/	8	-3	12	-26	-15
CC(=O)/C(C#N)=C1\NC(=O)C(Cc2ccccc2Cl)S1 (stereo not given)	12	8	10	-1	-19	-1	-31	-39	3	22	20
COc1ccc([N+](=O)[O-])cc1N1C(=O)c2cccc3cccc(c23)C1=O	-13	-15	1	4	-18	0	-22	17	8	-27	-8
CN(C)CCN1CCN(C2CN(Cc3cn(Cc4cccc(Cl)c4)nn3)S(=O)(=O)C2)CC1 (stereo not given)	/	/	/	/	-4	/	-11	2	/	-18	8
O/N=C/c1ccc(OCC(O)COc2ccc(/C=N/O)cc2)cc1	5	-9	-15	3	-4	5	1	-6	4	-39	0
COC(=O)c1ccc2c(=O)n(CCCCCC(=O)N3CCN(c4ccc(F)cc4)CC3)c(=O)[nH]c2c1	77	-15	90*	14	60*	-1	56*	10	-6	-7	45
O=C(NCCCN1CCOCC1)c1cc(-c2cccc(O)c2)on1	4	-2	-34	-7	-8	0	-5	-20	-23	-29	-17
CC(C)CC(c1nnnn1C1CCCC1)N1CCC(C(N)=O)CC1 (stereo not given)	-4	10	-12	2	-4	0	-8	13	2	-31	2
CC(C)(C)[C@H]1C=C(C(=O)N2CCN(Cc3ccccc3)CC2)O[C@@H](OCCCCO)C1	8	-1	7	-12	-8	-2	6	11	-7	-12	-8
O=[N+]([O-])c1cccc(/C([O-])=C(/C(=S)Nc2ccccc2)[n+]2ccccc2)c1	-33	11	-31	0	-22	3	-10	-97	-14	-45	1
CCN(CC)CCCn1c2c(c(SCC(=O)Nc3cccc(C(C)=O)c3)nc1=O)CCC2	5	-27	-49	-3	9	-1	0	5	21	-19	-4
CSc1ccc(CNC(=O)C(C)n2nc(C)c3c(C)n(-c4ccccc4)nc3c2=O)cc1 (stereo not given)	13	8	20	7	8	-2	-5	23	3	14	2
CCOc1ccc(S(=O)(=O)N2CCN(C(=O)c3oc4ccccc4c3C)CC2)cc1	19	4	17	5	-1	/	-9	3	-4	18	14

Only KKLEB cytotox and TRPM1 prom inh, for some of the entries so far:
molecule	KKLEB cytotox	TRPM1 prom inh
O=[N+]([O-])c1cccc(/C([O-])=C(/C(=S)Nc2ccccc2)[n+]2ccccc2)c1	11	0
CCN(CC)CCCn1c2c(c(SCC(=O)Nc3cccc(C(C)=O)c3)nc1=O)CCC2	-27	-3
CSc1ccc(CNC(=O)C(C)n2nc(C)c3c(C)n(-c4ccccc4)nc3c2=O)cc1 (stereo not given)	8	7

High-throughput results (PubChem BioAssay)
